From PubChem BioAssay
HIF-2a block: HIF-2a reporter inhibitors, primary screen, luminescence, 786-0 RCC cells | 786-0 RCC cells HIF-2a reporter, luciferase luminescence, overnight | inhibition, % at 18.8 µM | 360,000 tested, 0.72% active | AID 624352, 2012;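 active = inhibition of the luminescence signal of 40% or more relative to plate controls, in a single-dose primary screen at 18.75 µM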
TRAIL sens C8: viability loss with TRAIL in NB7+C8 cells, primary screen, TRAIL sensitizer project, cell-based, ATPlite luminescence; AID 624354, 2012; 360,000 tested, 1% active; inhibition (viability loss, TRAIL sensitization), % at 10 µM;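 active = compounds causing at least 50% loss of cell viability in the single-dose screen, relative to plate controls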
KKLEB cytotox: cytotoxicity in KKLEB CF airway cells, primary screen, cytotoxicity control for CF NF-kB inhibitor project, cell-based, uHTS, fluorescence assay plates; KKLEB CF airway cells viability, ATPlite luminescence, overnight; stronger effect = lower value; cells stimulated with P. aeruginosa culture filtrate; activity change (cytotoxicity), % at 5 µM; 360,000 tested, 0.36% active;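 active = corrected activity change at or below -50% at 5 µM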
NR2E3 ag-1: inhibitors of NR2E3-RetCOR corepressor binding, primary screen, NR2E3 agonist project, biochemical, TR-FRET, GST-NR2E3, biotin-RetCOR; Photoreceptor-specific nuclear receptor (Homo sapiens), Q9Y5X4; 1536-well; inhibition of corepressor binding, % at 4.78 µM; 320,000 tested, 0.12% active; AID 2300, 2010;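 active = percent inhibition above the cutoff of mean plus 3 SD of all tested compounds, set per screening campaign, cut at about 20% in these data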;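 note: 0% = DMSO wells and 100% = biotin wells as full block of FRET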
Target sequence (Q9Y5X4 whole entry, looked up): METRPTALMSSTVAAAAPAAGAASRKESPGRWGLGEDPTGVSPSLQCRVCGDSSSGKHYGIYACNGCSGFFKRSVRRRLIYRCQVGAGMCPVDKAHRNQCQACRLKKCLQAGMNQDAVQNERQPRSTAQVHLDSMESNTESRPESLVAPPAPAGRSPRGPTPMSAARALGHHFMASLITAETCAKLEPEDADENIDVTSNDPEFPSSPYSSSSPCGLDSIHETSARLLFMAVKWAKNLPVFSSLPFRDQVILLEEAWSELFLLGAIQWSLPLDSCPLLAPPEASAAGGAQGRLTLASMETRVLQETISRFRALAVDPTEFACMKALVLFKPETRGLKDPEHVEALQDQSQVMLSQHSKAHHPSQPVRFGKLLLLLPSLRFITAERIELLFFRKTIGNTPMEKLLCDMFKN
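System: GST-tagged NR2E3 plus biotinylated RetCOR corepressor; Buffer or medium: pH 7.5 Tris-based buffer; Probe or stimulus: RetCOR corepressor, biotinylated, 7 nM; Doses: compound at 4.8 µM, single dose; Schedule: 5 h incubation at 4 °C; Technique: time-resolved FRET; Evaluation: percent inhibition of TR-FRET ratio; Replication: one well per compound, singlicate testing.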
Shn3 inh set2: reduction of Shn3 3'UTR firefly luciferase signal, primary screen, Schnurri-3 inhibitor project, cell-based, Clone20 osteoblasts, set 2. Clone20 osteoblast Shn3 3'UTR firefly luciferase, 24 h. inhibition, % at 12.5 µM. 360,000 tested, 0.52% active. AID 588674, 2011;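 active = mean inhibition of at least 75% with every replicate also reaching 75%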;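 note: 0% = median of neutral control wells and 100% = pilot-screen positive control compound; some compounds past the cut are filed as inactive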
TRPM1 prom inh: inhibitors of MITF-dependent TRPM1 promoter reporter, primary screen, cell-based, SK-MEL-5, single point, luciferase; 330,000 tested, 0.83% active; inhibition, % at 12.5 µM; AID 488899, 2010; SK-MEL-5 TRPM1 promoter luciferase, 24 h;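 active = mean inhibition across replicates of 60% or more, whatever share of single replicates reaches that level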; note: values of inactives mirror those of a sister screen read the other way
CF NFkB inh: inhibitors of PAF-induced NF-kB signaling, primary screen, cell-based, GFP fluorescence, uHTS | KKLEB NF-kB-GFP reporter, GFP fluorescence overnight | inhibition, % at 5 µM | 360,000 tested, 0.86% active | AID 588850, 2011;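 active = at least 50% inhibition at 5 µM, scaled per plate between neutral and stimulator controls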;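 note: PAF is a Pseudomonas aeruginosa culture filtrate used as stimulus; plate controls were PAF-stimulated DMSO wells for no effect and unstimulated DMSO wells for full effect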
NR2E3 ag-2: NR2E3 agonists in two-hybrid cells, primary screen, cell-based, luminescence, CHO-S, Gal4-NCOR/VP16-NR2E3; 360,000 tested, 0.35% active; luciferase; AID 602229, 2012; inhibition of corepressor binding, % at 3.98 µM; Photoreceptor-specific nuclear receptor (Homo sapiens), Q9Y5X4;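 active = inhibition above the mean of all tested compounds plus 3 SD, cut at about 70% in these data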;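 note: 0% = DMSO with NR2E3 transfected cells and 100% = cells lacking NR2E3 construct; higher means lower luciferase signal from less NR2E3 corepressor binding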
Peg3 prom inh: Peg3 promoter-driven luciferase inhibitors, primary screen, cell-based, HeLa, luciferase luminescence. HeLa PEG-Prom luciferase reporter, overnight. inhibition, % at 20 µM. 360,000 tested, 1.7% active;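 active = inhibition of at least 50% at 20 µM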
TROY NFkB inh: inhibitors of TROY-driven NF-kB signaling, primary screen, Q293 LMP1-TROYcd cells, NF-kB luciferase, uHTS. Q293 LMP1-TROYcd NF-kB luciferase reporter, 4 h. inhibition, % at 10 µM. 360,000 tested, 0.98% active. AID 1347056, 2019;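 active = compounds whose plate-normalised and pattern-corrected inhibition of the luciferase reporter signal at the single screening dose is 50% or more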
TWEAK Fn14 block: inhibitors of TWEAK-Fn14 signaling, primary screen, luciferase reporter cells, uHTS. inhibition, % at 10 µM. 360,000 tested, 2% active. AID 1159606, 2016. TWEAK-stimulated Fn14 reporter cells, luciferase luminescence, 8 h; in the data active = inhibition above about 50%
* hit, by the source's call; nt = no result given.

SMILES	HIF-2a block	TRAIL sens C8	KKLEB cytotox	NR2E3 ag-1	Shn3 inh set2	TRPM1 prom inh	CF NFkB inh	NR2E3 ag-2	Peg3 prom inh	TROY NFkB inh	TWEAK Fn14 block
CC(=O)c1cc(C(C)=O)c(C)nc1C	7	2	-2	-2	4	0	24	-5	2	1	-6
COc1ccc(N(C(=O)c2cccnc2)S(=O)(=O)c2ccccc2)cc1	15	4	-8	0	-7	7	32	3	10	18	2
C=Cc1ccc(Cn2c(C)c(C(=O)NCc3ccc(C#N)cc3)sc2=O)cc1	7	15	2	nt	18	nt	1	-3	16	28	16
Cc1ccc(-n2ncc3c(N4CCN(c5ccc(F)cc5)CC4)ncnc32)c(C)c1	-1	28	-4	2	84	16	12	-7	20	36	73*
O=C(Cn1cnc2c(nnn2Cc2ccc(F)cc2)c1=O)NCc1ccco1	-3	14	-6	5	16	0	4	-24	10	8	1
N#CC1=C(SCC(=O)NC2CCCCC2)NC(=O)CC1c1ccco1 (stereo not drawn)	-1	-11	-7	0	7	1	3	-23	-13	-7	-9
COc1cccc(C(=O)C2CCCN(C(=O)c3ccc(C#CC(C)(C)O)cc3)C2)c1 (stereo not drawn)	2	-8	13	5	14	-1	14	-13	-7	0	24
COC1c2ccccc2C(=O)N1CCc1ccc(Cl)cc1 (stereo not drawn)	-175	-3	4	-1	-19	-28	-8	-9	-81	-19	-8
CC(=O)c1ccc(S(=O)(=O)NCCC(=O)N2CCN(c3ccccn3)CC2)cc1	-3	-12	8	0	-2	3	12	-9	4	1	-4
O=C(COc1ccc(Cl)cc1Cl)NCC1(N2CCOCC2)CCCCC1	4	12	-6	nt	19	3	5	-7	24	27	4
COC(=O)Cc1ccc(NC(=S)NCc2ccco2)cc1	-47	-3	2	2	19	-12	-2	-6	-22	9	-2
CC(C)N(C(=S)NCc1ccccc1)c1ccccc1	15	-3	8	-1	-16	-2	8	3	19	-13	-24
O=C(OCc1ccccc1)N1CCC2CC1c1ccc(N3CCNCC3)cc12 (stereo not drawn)	-202	15	2	nt	37	nt	10	-59	-262	-50	-25
O=C(O)CC1S/C(=N/N=C/c2ccc(-c3ccc(Cl)c([N+](=O)[O-])c3)o2)NC1=O (stereo not drawn)	20	-1	1	4	-4	-11	-7	-23	10	-6	-1
COc1ccc2c(c1)c(C(=O)N/N=C/c1ccc(O)c(O)c1)c(C)n2C	-44	-1	3	8	30	-10	-22	-8	29	2	-31
CC1C(=O)N2CCCc3cc(S(=O)(=O)N4CCN(c5ccccc5F)CC4)cc1c32 (stereo not drawn)	6	-1	-1	3	21	12	18	11	15	4	0
Cn1c(=O)[nH]c2cc(Cl)cnc21	8	-18	-1	2	6	3	7	-11	22	-1	-8
O=c1cc(N2CCCCC2)[nH]c(=O)n1C1CCCCC1	-84	8	13	1	-4	nt	-19	-18	-68	-25	-5
COc1ccc(OC)c(Nc2nc(-c3c(C)nc4ncccn34)cs2)c1	-44	1	-3	1	8	16	-96	49	-16	11	8
C[C@H](CO)N1C[C@H](C)[C@@H](CN(C)S(=O)(=O)c2cn(C)cn2)Oc2cc(Br)ccc2S1(=O)=O	-7	-6	6	nt	-5	nt	1	-11	-3	1	-1
C=C(C)c1cccc(C(C)(C)NC(=O)NCc2ccc(OC)cc2)c1	19	-8	8	1	59	4	-9	15	11	1	5
O=C1N=C(N2CCOCC2)S/C1=C\c1ccccc1OS(=O)(=O)c1ccccc1	15	17	7	1	-7	-3	-14	-19	10	7	-51
Cc1ccccc1CCN(CC(=O)NCc1ccc(F)cc1)C(=O)c1csnn1	18	-13	-5	2	-90	-4	-6	-7	14	-6	32
Cc1ccc(Nc2c([N+](=O)[O-])ccc3c2=NC2(CCCCC2)N=3)cc1	-105	-7	-4	5	2	9	12	37	-15	-16	2
O=C(C1CC1)N1CCN=C1SCc1cccc(F)c1	-6	-20	-1	3	-5	-3	25	12	1	12	22
COc1ccc2oc(C(=O)OC(C)C(=O)N3CCC(C)CC3)c(C)c2c1 (stereo not drawn)	-22	1	-15	3	-3	-6	2	-2	-8	6	-4
O=C(NNC(=S)NC(=O)c1cccc([N+](=O)[O-])c1)c1ccc(O)cc1	-8	-1	-4	5	-3	-6	-12	-23	15	10	14
COc1cccc(OCc2cc(C(=O)NC3CCOCC3)no2)c1	-166	-10	5	1	-105	-62	2	-89	-224	-113	-15
COc1ccc(-c2c(=O)n(OCc3ccccc3[N+](=O)[O-])c3ccccc3[n+]2[O-])c(OC)c1	18	-3	-2	3	-22	-8	-12	-4	17	11	0
CCOc1cc(C(=O)Nc2ncn[nH]2)cc(OCC)c1OCC	9	-15	7	5	22	-4	-2	-1	21	1	12
CC1CCN(C(=O)C(=O)Nc2sc3c(c2C(=O)O)CC(C)(C)OC3)CC1	1	4	5	-2	-5	2	23	7	9	9	-8
CCOc1ccccc1NC(=O)CN(c1ccc(OC)cc1)S(=O)(=O)c1c(C)[nH]c(=O)[nH]c1=O	10	17	-3	1	-2	10	-1	-20	18	23	-5
COc1cc(/C=C(\C#N)c2nc3ccccc3s2)ccc1OCC(=O)Nc1ccccc1	-1	9	-23	5	79	8	21	-18	22	10	-27
CN1OC[C@@H]2CN(Cc3ccccc3)[C@H](c3cccc(-c4ccc(C#N)cc4)c3)C[C@@H]21	7	5	-8	nt	9	10	0	-30	-3	9	-4
Cc1ccc2nc(/C(C#N)=N/O)[nH]c2c1	-3	-9	12	-2	-15	-5	-6	-26	1	-2	-10
CN=C(NC#N)SCC(=O)c1ccc(Cl)cc1Cl	8	-8	7	0	20	3	28	7	-16	-5	10
Oc1c(C(c2ccccc2)N2CCN(Cc3ccccc3)CC2)sc2ncnn12 (stereo not drawn)	5	-9	-11	2	-13	nt	19	18	-2	3	10
C#CCNC(=O)C1=C[C@@H](c2ccc(Br)cc2)C[C@@H](OCc2ccc(CO)cc2)O1	-71	9	4	0	-12	-17	-9	-22	-80	-40	-36
Cc1cc(C)cc(-n2c(C)cc(C(=O)CSc3nnnn3C)c2C)c1	-106	2	-6	0	-2	-13	11	-21	-30	-8	-22
COCCn1c(SCC(=O)N2CCc3ccccc3C2)nc2cc(Cl)ccc2c1=O	18	-10	2	-1	49	-4	2	4	29	8	39

Part of the list above in order of molar mass, rising.
SMILES	HIF-2a block	TRAIL sens C8	KKLEB cytotox	NR2E3 ag-1	Shn3 inh set2	TRPM1 prom inh	CF NFkB inh	NR2E3 ag-2	Peg3 prom inh	TROY NFkB inh	TWEAK Fn14 block
O=c1cc(N2CCCCC2)[nH]c(=O)n1C1CCCCC1	-84	8	13	1	-4	nt	-19	-18	-68	-25	-5
O=C(C1CC1)N1CCN=C1SCc1cccc(F)c1	-6	-20	-1	3	-5	-3	25	12	1	12	22
COC1c2ccccc2C(=O)N1CCc1ccc(Cl)cc1 (stereo not drawn)	-175	-3	4	-1	-19	-28	-8	-9	-81	-19	-8
O=C(NNC(=S)NC(=O)c1cccc([N+](=O)[O-])c1)c1ccc(O)cc1	-8	-1	-4	5	-3	-6	-12	-23	15	10	14
COc1ccc(OC)c(Nc2nc(-c3c(C)nc4ncccn34)cs2)c1	-44	1	-3	1	8	16	-96	49	-16	11	8
CC1CCN(C(=O)C(=O)Nc2sc3c(c2C(=O)O)CC(C)(C)OC3)CC1	1	4	5	-2	-5	2	23	7	9	9	-8
Oc1c(C(c2ccccc2)N2CCN(Cc3ccccc3)CC2)sc2ncnn12 (stereo not drawn)	5	-9	-11	2	-13	nt	19	18	-2	3	10
CC1C(=O)N2CCCc3cc(S(=O)(=O)N4CCN(c5ccccc5F)CC4)cc1c32 (stereo not drawn)	6	-1	-1	3	21	12	18	11	15	4	0
O=C1N=C(N2CCOCC2)S/C1=C\c1ccccc1OS(=O)(=O)c1ccccc1	15	17	7	1	-7	-3	-14	-19	10	7	-51
COCCn1c(SCC(=O)N2CCc3ccccc3C2)nc2cc(Cl)ccc2c1=O	18	-10	2	-1	49	-4	2	4	29	8	39

Other records:
SMILES	HIF-2a block	TRAIL sens C8	KKLEB cytotox	NR2E3 ag-1	Shn3 inh set2	TRPM1 prom inh	CF NFkB inh	NR2E3 ag-2	Peg3 prom inh	TROY NFkB inh	TWEAK Fn14 block
CC(C)(C)OC(=O)N1CCC(c2cc(=O)n3[nH]c(-c4ccc(Cl)cc4)cc3n2)CC1	-15	43	5	6	7	nt	10	-26	34	18	9
CCOc1ccc(C(=O)Nc2nnc(S(=O)(=O)Nc3ccccc3C)s2)cc1	10	-11	8	4	-24	10	-19	-16	-1	-11	-16
O=C(NC1CCCCC1)C1CCC(CNS(=O)(=O)c2ccccc2)CC1 (stereo not drawn)	5	3	10	nt	10	2	-2	-19	24	8	14
COc1cccc(-c2nc(CS(=O)(=O)CC(=O)N3CCN(C)CC3)c(C)o2)c1	4	-13	1	-3	-6	0	-28	-2	-12	6	8
CC(C)C(=O)c1c(C(C)C)nn2ccccc12	5	-15	13	-2	4	-6	4	-30	8	-1	6
O=C(NCc1ccc(C(F)(F)F)cc1)C1CC(c2ccccc2C(F)(F)F)=NO1 (stereo not drawn)	-3	0	-13	-2	22	-11	7	-9	12	-6	-19
Cc1csc(NC(=O)CSc2nnc(NC(=O)NC(C)(C)C)s2)n1	-96	30	5	1	-35	-18	7	-23	-134	-29	10
CC(=O)Nc1ccc(N(C(=O)CNC(=O)c2ccco2)C(C(=O)NCC2CCCO2)c2ccccc2)cc1 (stereo not drawn)	7	-3	12	-2	1	-12	-1	0	10	7	0

Not all compounds are listed; the hit share may differ from the screen's.
